# Bioassay records from PubChem BioAssay.
# LYP inhibition – PTPN22 lymphoid phosphatase activity blockers – biochemical, fluorescence intensity, uHTS (AID 1779). recombinant LYP phosphatase, fluorescence intensity; higher % means a stronger effect. inhibition, % at 11.5 µM; hits with a dose series show IC50 in µM. 290,000 compounds, 0.054% hits;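 note: plate controls were vehicle with enzyme for no effect and no enzyme for full effect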
# Yfh1-off respiration – mitochondrial function rescue without frataxin homolog – Friedreich's ataxia, plus single-dose screen, dose response (AID 1465). S. cerevisiae Yfh1-off respiration, WST-1 reduction, 72 h; higher fold induction means a stronger effect. fold induction at 50 µM; hits with a dose series show EC50 in µM. 220,000 compounds, 0.074% hits;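 active = fold induction of absorbance versus untreated yeast above a set limit, then at least 30% activation at any dose in follow-up; inconclusive = repeats straddling the limit, or above it without dose testing; inactive = fold induction below the set limit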;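 note: activators that raise dye reduction in frataxin-depleted yeast; strong numbers were not always called active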
# WT yeast gro inh – growth inhibition of WT yeast, mitochondrial fusion screen. mitochondrial fusion phenotypic screen, WT strain. 190,000 compounds, 2.1% hits. inhibition, % at 10 µM; in the data active = inhibition above about 58%; tested in S. cerevisiae
# P. falciparum M17LAP – P. falciparum M17LAP inhibitors, primary screen, biochemical, fluorogenic H-Leu-NHMec substrate, 1536-well (AID 1619); recombinant M17LAP, H-Leu-NHMec fluorogenic kinetic assay; higher % means a stronger effect; inhibition, % at 30 µM, or IC50 in µM where a hit was titrated; 220,000 compounds, 0.38% hits;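 active = compound inhibiting the enzyme by more than half at any dose during confirmatory dose-response retesting; inconclusive = strong single-dose inhibitors picked by rank but not retested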;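 note: plate controls were full reaction with DMSO carrier for no effect and no enzyme background for full effect; strong numbers were not always called active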
# human PMI inhibitors – human PMI inhibitors, high substrate, primary screen, biochemical, fluorescence intensity, high mannose 6-phosphate (AID 1220). recombinant PMI enzyme, coupled fluorescence intensity; higher % means a stronger effect. one-dose inhibition, % at 20 µM; IC50 in µM for titrated hits. 190,000 compounds, 0.66% hits
# TNAP activation fold – human TNAP enzyme activators, primary screen, biochemical, luminescent, no phosphate acceptor, uHTS (AID 1001); purified TNAP, luminescent activation assay, no phosphate acceptor; higher activation fold means a stronger effect; activation fold at 20 µM; hits with a dose series show EC50 in µM; 200,000 compounds, 0.03% hits; in the data active = activation fold from about 3, or a potency from the dose series; inactive = the rest, 99 in 100 with activation fold below about 1.6; note: many of its hits are not listed in these tables
# XIAP antagonists – XIAP antagonists, biochemical, IAP family, fluorescence polarization (AID 1018); one-dose displacement, % at 20 µM; IC50 in µM for titrated hits; XIAP BIR domain, fluorescence polarization peptide displacement; higher % means a stronger effect; 200,000 compounds, 0.007% hits; in the data active = displacement above about 50%; note: a part of the inactive calls stands beside numbers as strong as those of hits
# PMI inhibitors – inhibitors of human PMI, primary screen, biochemical, fluorescence intensity, coupled assay (AID 1209). purified PMI enzyme, coupled fluorescence intensity; higher % means a stronger effect. inhibition, % at 20 µM, or IC50 in µM where a hit was titrated. 190,000 compounds, 0.42% hits;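 note: plate controls were DMSO vehicle for no effect and wells lacking substrate for full effect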
# M1AAP inhibition – P. falciparum M1AAP inhibitors, biochemical, fluorogenic H-Leu-NHMec substrate, 1536-well (AID 1445). recombinant M1AAP, H-Leu-NHMec fluorogenic kinetic assay; higher % means a stronger effect. one-dose inhibition, % at 30 µM; IC50 in µM for titrated hits. 220,000 compounds, 0.42% hits;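 active = primary inhibition above the hit cutoff, then over 50% inhibition at one or more dose response concentrations, cut at about 23% in these data, passing the limit was not always enough; inconclusive = conflicting primary data, or primary hits not chosen for dose response; inactive = low primary inhibition, or under 50% at every dose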;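 note: plate controls were DMSO full reaction for no effect and no enzyme background for full effect; strong numbers were not always called active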
# WT yeast gro inh mutant strain – also measured in WT yeast gro inh; calls as there; inhibition, %; mitochondrial fusion phenotypic screen, mutant strain inhibition
# An asterisk follows results filed as active; i = inactive; ? = inconclusive; · = no result given. Cut-off read from the data, not from the text of the source, unless noted: active = inhibition above about 50%; inactive = the rest.
# A first look (two entries):
SMILES,LYP inhibition,Yfh1-off respiration,WT yeast gro inh,WT yeast gro inh mutant strain,P. falciparum M17LAP,human PMI inhibitors,TNAP activation fold,XIAP antagonists,PMI inhibitors,M1AAP inhibition
CN(C)S(=O)(=O)c1cccc(C(=O)NCC2CCCO2)c1 (stereo not given),-5.7%,i,97.1*,-3.0*,5.2%,10.9%,1.1,-5.0%,16.1%,1.4%
CCOC(=O)c1cnn(Cc2ccccc2)c1N,-4.7%,i,-13.3,-8.0,-8.1%,-16.8%,1.1,-7.9%,-11.4%,4.7%

# Results, previewed entries included:
SMILES,LYP inhibition,Yfh1-off respiration,WT yeast gro inh,WT yeast gro inh mutant strain,P. falciparum M17LAP,human PMI inhibitors,TNAP activation fold,XIAP antagonists,PMI inhibitors,M1AAP inhibition
CN(C)S(=O)(=O)c1cccc(C(=O)NCC2CCCO2)c1 (stereo not given),-5.7%,i,97.1*,-3.0*,5.2%,10.9%,1.1,-5.0%,16.1%,1.4%
CCOC(=O)c1cnn(Cc2ccccc2)c1N,-4.7%,i,-13.3,-8.0,-8.1%,-16.8%,1.1,-7.9%,-11.4%,4.7%
COc1cc2oc3cc(C)oc(=O)c3c2cc1OC,-9.2%,i,·,·,-5.5%,·,·,·,·,7.7%
Cc1c(NC(=O)CSc2ncn[nH]2)c(=O)n(-c2ccccc2)n1C,-2.4%,i,-6.0,-22.9,-6.2%,-0.2%,1.1,2.4%,3.2%,3.4%
Cc1ccc(S(=O)(=O)N(C)CC(=O)OCC(=O)NC(=O)Nc2ccc3c(c2)OCCO3)cc1,0.0%,i,-20.6,20.2,8.6%,11.7%,1,-1.1%,11.2%,4.6%
O=C(Cn1nc(-c2ccc3c(c2)OCCO3)ccc1=O)Nc1ccc(-n2cnnn2)cc1,-11.4%,i,-15.1,10.1,3.2%,-8.9%,1.1,-12.9%,3.4%,3.6%
COc1ccc(-n2cc(C(=O)c3cc4ccccc4oc3=O)c(C(C)=O)n2)cc1,4.2%,i,4.4,13.2,12.5%,20.4%,1.1,-15.0%,19.1%,-2.0%
COc1cc(NC(=O)c2ccco2)c(OC)cc1NC(=O)c1cc(OC)c(OC)c(OC)c1,0.1%,i,6.2,12.7,-1.6%,22.4%,1.1,27.2%,18.0%,6.2%
O=S(=O)(Nc1ccc2c(c1)OCCO2)c1ccc(F)cc1,4.1%,i,-24.2,-17.3,-6.3%,-4.6%,1.2,-0.7%,-3.0%,0.4%
CCC(Cc1ccccc1)NC(=O)C1CCC(CNc2c(N3CCCC3)c(=O)c2=O)CC1 (stereo not given),-6.1%,i,-8.9,-1.9,11.6%,4.9%,1.3,-0.4%,3.8%,8.0%
Cc1ccc(OCC(O)CN2CCN(CC(O)COC(C)C)CC2)c(C(C)(C)C)c1 (stereo not given),-7.9%,i,22.5,37.6,13.9%,-2.3%,1,-6.2%,2.8%,4.2%
Cc1ccc(Nc2ccccc2)cc1,-3.9%,i,-5.2,19.9,-9.1%,16.8%,1,-6.1%,11.7%,-1.1%
COc1cc2nc(C3CCC3)n(NC(=O)COc3ccccc3)c(=O)c2cc1OC,4.1%,i,-16.1,-20.7,3.6%,-3.2%,1.1,-6.7%,-6.1%,3.2%
CC(=O)N1CCN(Cc2nc(C(c3ccccc3)c3ccccc3)no2)CC1,-7.9%,i,-8.5,-3.0,-3.7%,-2.2%,1.1,-1.7%,5.8%,9.6%
CC(=O)c1cc(NC(=O)c2ccc(C)cc2)c(=O)oc1C,0.2%,i,-1.7,0.5,3.5%,-87.5%,1,-7.6%,-65.0%,8.0%
Cc1nc2ccccc2c2nc(NC(=O)Cc3ccccc3)nn12,2.1%,i,-11.0,-14.7,-4.0%,9.6%,1,-14.3%,15.8%,4.8%
Cc1cnc(NC(=O)CCCc2nc3ccccc3s2)s1,-5.1%,i,10.0,5.7,0.4%,2.1%,1.1,3.6%,5.7%,1.9%
CCOC(=O)C1=C(C)Nc2ncnn2C1c1c[nH]c2ccccc12 (stereo not given),-5.9%,i,-15.7,-13.4,-1.9%,3.3%,1.1,-4.1%,13.7%,5.0%
COc1ccc(CSc2n[nH]c(C)n2)cc1[N+](=O)[O-],-10.4%,i,11.5,6.0,8.2%,6.3%,1.1,-9.2%,18.9%,-2.8%
COc1cccc(NC(=O)CN(C)C(C)C(=O)Nc2ccc(C(C)=O)cc2)c1 (stereo not given),-0.1%,i,-15.4,1.2,8.2%,0.1%,1.1,-2.8%,7.2%,6.6%
Nc1scc(-c2ccncc2)c1Cl,-5.1%,i,7.4,6.1,-17.5%,-57.5%,1,0.0%,-48.9%,8.2%
COc1ccc(/C=C2\SC(=S)N(C(C(=O)O)c3ccccc3)C2=O)c(OC)c1 (stereo not given),4.3%,i,·,·,63.0%,·,·,·,·,21.9µM*
N#CCCCSc1nnc(Cc2ccc3c(c2)OCO3)o1,-0.1%,i,-5.6,-12.9,12.0%,10.0%,1,3.5%,6.9%,10.3%
Cc1ccc(SCCn2nc(C(=O)O)c3ccccc3c2=O)cc1,4.6%,i,9.7,-1.7,11.2%,6.8%,1.1,-3.2%,11.0%,-0.6%
O=C(CCCN1C(=O)c2cccc3cccc(c23)C1=O)NCc1cccnc1,0.1%,·,8.1,-0.3,1.6%,-7.0%,1,-0.2%,-4.9%,1.8%
O=C(NNC(=S)NC(=O)c1sc2ccccc2c1Cl)c1ccc(Cl)cc1,-4.6%,i,30.2,-35.1,44.0%,-14.9%,1.7,-4.7%,4.9%,-6.0%
COCC(C)n1c(C)cc(C(=O)COC(=O)CN=C2NS(=O)(=O)c3ccccc32)c1C (stereo not given),-6.0%,i,-8.5,-18.6,1.6%,-5.8%,1.1,-1.0%,-7.3%,1.8%
Cc1ccc(NC(=O)COC(=O)CSC(=S)N2CCOCC2)cc1,-6.4%,i,-4.8,14.7,9.9%,10.4%,1.1,1.1%,12.0%,4.3%
CC(=O)Nc1ccc(N=Nc2c(C)[nH]n(C(N)=S)c2=O)cc1,2.4%,i,2.6,-27.9,15.4%,-2.7%,1,-0.7%,-5.6%,12.7%
Cc1ccccc1S(=O)(=O)Cc1ccc(C(=O)N2CCN(c3cccc(C)c3C)CC2)o1,5.4%,i,-7.9,11.3,-2.8%,22.0%,1.1,-3.1%,24.4%,5.2%
Cc1oc(C(C)(C)C)c(CN2CCCC2)c1C(=O)O,-8.1%,i,-6.4,6.5,5.6%,-1.6%,1.1,-2.9%,-11.8%,16.1%
O=C(CN1CCOCC1)Nc1ncc(Cc2cccc(Cl)c2)s1,-1.0%,i,-5.4,-11.7,-6.2%,-0.6%,1,0.4%,-8.7%,3.1%
S=c1nc(C2CCCCC2)[nH][nH]1,-3.2%,i,-12.7,8.6,13.8µM*,1.9%,1.1,-3.0%,31.3%,-0.2%
CCC1CCc2sc(C(=O)O)cc2C1 (stereo not given),-6.3%,i,4.4,7.9,0.4%,2.1%,1.1,1.0%,-0.6%,4.8%
O=C(O)C1CCCCC1C(=O)NCCc1ccc(F)cc1 (stereo not given),-1.7%,i,-6.6,-7.2,·,-8.9%,1.1,-8.7%,-1.3%,·
Cc1ccc(N(CC(=O)Nc2ccc(C)cc2C)S(=O)(=O)N2CCCC2)cc1,-2.2%,i,1.4,19.9,-0.7%,4.6%,1.1,-9.1%,-2.4%,11.3%
Cc1cc(C)nc(N(C#N)CCOc2ccc(Cl)cc2)n1,-3.0%,i,0.4,-7.6,12.5%,-5.5%,1.1,-6.9%,-6.5%,?
CCOC(=O)C1C(=O)CC(C)(O)C(C(=O)OCC)C1/C=C/c1ccccc1 (stereo not given),-4.8%,i,2.1,-5.0,6.2%,6.6%,1.1,-7.6%,10.4%,14.3%
O=[N+]([O-])c1ccccc1CN1CCN(Cc2c[nH]c3ccccc23)CC1,-0.6%,i,1.1,-13.0,1.1%,8.8%,1,-4.2%,0.8%,0.9%
CNC(=O)c1[nH]cnc1C(=O)N[C@@H](CC(C)C)C(=O)OCc1ccccc1,-1.9%,i,-27.7,-1.4,-1.0%,5.3%,1.1,-4.6%,8.6%,17.8%
Cc1ccc(C)c(NC(=O)c2nnn(Cc3ccccc3C)c2N)c1,-0.4%,i,3.1,2.7,-14.2%,13.6%,1.1,-1.9%,16.8%,4.4%
CCC(CCC(=O)Nc1cccc([N+](=O)[O-])c1)C(=O)O (stereo not given),-5.3%,i,·,·,10.3%,·,·,·,·,6.1%
O=S(=O)(NCc1ccccc1)c1cccc2nonc12,-1.4%,i,10.4,15.0,-2.5%,-1.9%,1.1,-5.1%,6.1%,3.5%
N#C/C(=C\c1ccc[nH]1)S(=O)(=O)c1ccccc1,-2.2%,i,-12.5,-9.4,12.4%,-4.2%,1.1,-5.5%,-2.5%,7.4%
Cc1nc(NC(=O)CC(C)C)sc1-c1csc(Nc2ccc(Cl)cc2)n1,-0.8%,i,80.7*,63.1*,10.7%,23.5%,1.1,-6.0%,26.2%,5.0%
COc1ccc(OC(C)C(=O)N2CCC(C)CC2)cc1 (stereo not given),-5.6%,i,6.7,12.1,7.2%,-1.5%,1.1,-6.3%,-1.1%,1.5%
O=C(CSCc1ccc(F)cc1)NCc1ccco1,-9.6%,i,-7.3,-11.3,2.5%,-1.9%,1.1,-8.9%,7.1%,-1.9%
Cc1ccc(NC2=NC(c3ccc(F)cc3)n3c(nc(C)cc3=O)N2)c(C)c1 (stereo not given),0.8%,i,·,·,-2.4%,·,·,·,·,1.2%
Cc1ccc2cc(CN(Cc3ccco3)C(=S)NCC3CCCO3)c(=O)[nH]c2c1C (stereo not given),0.4%,i,7.9,7.4,-0.7%,-0.5%,1.1,0.7%,16.7%,7.6%
Cc1sc2nc(SCc3nc4ccccc4[nH]3)n(Cc3ccco3)c(=O)c2c1C,9.0%,·,9.9,17.8,-1.1%,10.0%,1.1,-9.7%,11.0%,5.9%
O=C(Nc1ccccc1)c1ccc(S(=O)(=O)NCC2CCCO2)cc1 (stereo not given),-9.6%,i,1.5,-8.0,-20.6%,0.8%,1.1,-3.4%,2.8%,1.4%
O=C(c1cccnc1)N1CCN(c2c(Cl)cccc2[N+](=O)[O-])CC1,-5.0%,i,0.5,0.3,-0.2%,-1.7%,1,-2.1%,-2.1%,0.0%
O=C(N/N=C/c1cccc(C(F)(F)F)c1)c1cc2c(s1)-c1ccccc1CC2,-4.2%,i,14.0,30.3,-2.8%,16.8%,1,-4.0%,18.0%,11.7%
O=C(Nc1ccc(S(=O)(=O)N2CCCCC2)cc1)c1ccccc1Cl,-4.4%,i,-18.8,15.9,0.9%,5.5%,1.1,-1.2%,6.1%,7.1%
O=C(CCN1CCN(c2ccc(Cl)cc2)CC1)Nc1ccccc1F,-9.8%,i,4.6,14.7,1.4%,7.4%,1.1,-7.8%,12.6%,-2.7%
O=C(Nc1cc(S(=O)(=O)N2CCOCC2)ccc1-n1cncn1)c1ccc(Cl)cc1,-4.0%,i,·,·,-2.7%,·,·,·,·,-1.5%
